Source: PubChem
D1 PAM = enhances dopamine response at the human D1 receptor | 0.036% of 360,000 active | potentiation, % at 10 µM | HEK293 TREx D1 cells, calcium flux, dopamine EC20 potentiation | P21728; in the data active = potentiation above about 30%; note: 0% is about no effect
TRHR PAM = TRH receptor (human) allosteric enhancement; P34981; TRHR cells, fluo-8 calcium fluorescence, EC20 TRH enhancement; enhancement, % at 2 µM; 0.66% of 360,000 active; AID 493056; in the data active = enhancement above about 30%; note: 0% is about no effect
Target sequence (P34981 whole entry, looked up): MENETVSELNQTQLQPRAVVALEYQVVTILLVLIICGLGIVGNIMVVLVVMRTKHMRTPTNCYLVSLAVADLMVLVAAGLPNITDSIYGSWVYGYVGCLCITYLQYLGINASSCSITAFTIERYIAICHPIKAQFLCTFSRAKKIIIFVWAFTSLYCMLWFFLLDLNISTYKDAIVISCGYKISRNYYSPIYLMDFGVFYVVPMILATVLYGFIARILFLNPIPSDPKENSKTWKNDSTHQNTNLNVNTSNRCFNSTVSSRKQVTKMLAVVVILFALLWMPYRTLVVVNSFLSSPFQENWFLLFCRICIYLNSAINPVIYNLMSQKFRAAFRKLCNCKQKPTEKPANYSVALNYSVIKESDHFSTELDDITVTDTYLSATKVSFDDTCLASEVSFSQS
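Enhancer read-out: after compound pinning and an initial kinetic agonist-mode read, an EC20 of TRH (10 nM final) was injected and fluo-8 calcium signal (Ex 480/Em 530) followed at 1 s/cycle for 100 cycles in TRHR-expressing cells.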
D1 agonist = agonists of human D1 dopamine receptor. P21728. 1% of 360,000 active. activation, % at 2 µM. AID 504660. HEK293 T-REx D1 cells, calcium flux, agonist mode; in the data active = activation above about 30%; note: 0% is about no effect
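Tetracycline-induced HEK293 TREx D1 cells, force-coupled to calcium signalling, were dye-loaded with a no-wash calcium kit. Compound was pin-added after a 10 s baseline. Fluorescence was read kinetically at 1 cycle/s for 180 s, with calcium rises flagged as agonism.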
D2 potentiator = positive allosteric modulators of human D2 dopamine receptor; potentiation, % at 10 µM; AID 485347; HEK293 T-REx D2, calcium flux, EC20 dopamine potentiation; 0.34% of 340,000 active;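 active = potentiation over 3 SD above the plate norm, cut at about 30% in these data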; note: 0% is about no effect
Target sequence (P14416 whole entry, looked up): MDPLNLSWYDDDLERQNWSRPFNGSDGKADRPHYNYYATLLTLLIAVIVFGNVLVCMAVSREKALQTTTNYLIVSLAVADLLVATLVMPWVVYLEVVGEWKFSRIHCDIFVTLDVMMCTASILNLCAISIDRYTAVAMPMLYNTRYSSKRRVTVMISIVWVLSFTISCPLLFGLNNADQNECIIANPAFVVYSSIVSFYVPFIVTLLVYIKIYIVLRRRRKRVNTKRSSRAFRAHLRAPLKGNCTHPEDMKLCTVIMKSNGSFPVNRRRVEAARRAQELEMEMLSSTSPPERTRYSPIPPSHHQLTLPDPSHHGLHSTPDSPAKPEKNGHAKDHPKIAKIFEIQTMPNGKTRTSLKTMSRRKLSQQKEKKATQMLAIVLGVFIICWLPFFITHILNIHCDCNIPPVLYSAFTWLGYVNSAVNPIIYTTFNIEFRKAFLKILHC
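Potentiation of an EC20 dopamine calcium response measured kinetically over 180 s, after a preceding 180 s compound-only read flagging agonists. Cells: inducible Hek293 Trex D2 line, 4000/well, cultured overnight at 30 C before dye loading.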
RXFP1 antag = RXFP1 (human) relaxin receptor antagonism; Q9HBX9; HEK293-RXFP1, relaxin-stimulated cAMP HTRF, 30 min; stronger effect = lower value; activity change, negative = inhibition, % at 57.5 µM; 0.59% of 350,000 active;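 active = activity change of -60% or lower, but not beyond a set lower limit; inconclusive = change between -60% and -40%, or beyond the set limit; inactive = change above -40%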; note: % is set by controls: 0 for no effect and ±100 for the full control effect
RXFP1 ag = activates the human relaxin receptor RXFP1; Q9HBX9; HEK293T-RXFP1 cAMP TR-FRET, 30 min; response scale: percent of porcine relaxin response, buffer zero; Potency, µM (top dose mostly 57.5 µM), for the others: top-dose activation, most hits filed as activators; 0.3% of 370,000 active; AID 2676; active = well fitted activation curve with a large enough effect; inconclusive = small, poorly fitted or top-dose-only effect; note: potency is the fitted concentration of half-maximal effect; % is set by controls: 0 for no effect and ±100 for the full control effect; nearly all actives have a fitted effect of over 60% in size; many of its hits are not listed in these tables
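HEK293T cells stably expressing RXFP1 were pretreated with the PDE4 inhibitor Ro 20174, exposed to compounds for 30 min at 37C, lysed, and cAMP was read by TR-FRET. Data normalized to buffer (basal) and 29 nM porcine relaxin (100%).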
D1 antag = blocks dopamine activation of the human D1 receptor; 3.2% of 360,000 active; activity change, negative = inhibition, % at 10 µM; P21728; HEK293 TREx D1 cells, calcium flux, dopamine EC80; stronger effect = lower value; in the data active = activity change below about -30%; note: % is set by controls: 0 for no effect and ±100 for the full control effect
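Tetracycline-induced HEK293 T-REx cells with force-coupled D1 receptor were loaded with a no-wash calcium dye. Compound was added after a 10 s baseline and read kinetically for 180 s; EC80 dopamine was then added and calcium flux followed another 180 s.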
D2 antag = antagonists of human D2 dopamine receptor; P14416; HEK293 TREx D2 cells, calcium flux, dopamine EC80; inhibition, % at 10 µM; 2% of 340,000 active; AID 485344; in the data active = inhibition above about 30%; note: 0% is about no effect
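Read-out: kinetic calcium fluorescence (1 cycle/s) in inducible HEK293 T-REx D2 cells after an EC80 dopamine addition that followed 180 s compound preincubation. Loss of the dopamine response indicates antagonism.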
D2 ag = D2 dopamine receptor (human) agonism | P14416 | HEK293 T-REx D2 cells, calcium flux agonist mode | activation, % at 2 µM | 0.53% of 340,000 active | AID 485358;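 active = activation over 3 SD above normal in the single-dose calcium agonist read, cut at about 30% in these data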; note: 0% is about no effect
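Agonism is scored from calcium flux in a force-coupled, inducible HEK293 cell line expressing D2, read kinetically for 180 s after compound addition against dopamine controls.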
* hit, by the source's call; ? = inconclusive; . = not tested or not shown. A portion of the library; count on the stated rates, not on these rows.

SMILES	D1 PAM	TRHR PAM	D1 agonist	D2 potentiator	RXFP1 antag	RXFP1 ag	D1 antag	D2 antag	D2 ag
Cc1cccc(NC(=O)Cn2c(=O)n3nc(CCn4nc(C)cc4C)nc3c3ccccc32)c1	-3	-2	1	11	16	-1.0%	16	4	0.5
CCOC(=O)N1CCC(NC(=O)c2ccc3c(c2)N(C)CCS3)CC1	-5	-7	-1	1	-5	11%	-6	17	0.0
NC(=O)c1sc2cc(C(F)(F)F)cnc2c1-c1cccs1	-4	2	1	0	-10	1.9%	-9	5	0.2
c1cncc(-c2nc(N3CCCCCC3)c3ccccc3n2)c1	-1	-6	3	-13	.	4.4%	0	2	1.2
Cn1cc(C(=O)O)c(=O)c2cc(S(=O)(=O)N3CCOCC3)ccc21	0	5	-4	-5	-11	-0.5%	-11	.	4.4
CNC(=O)COc1coc(CN2CCN(c3ccc(OC)cc3)CC2)cc1=O	-2	3	7	6	-2	-2.7%	10	-2	-1.0
CC(=O)Oc1ccc2nc(-c3cccs3)oc(=O)c2c1	4	-3	-1	-19	11	0.1%	-1	22	0.2
COc1ccc(/C=C/C(=O)c2ccc([N+](=O)[O-])o2)cc1OC	4	3	0	-3	.	3.2%	4	-8	2.0
CN1C(=O)NC(c2ccc([N+](=O)[O-])cc2)C2=C1CC(C)(C)CC2=O (stereo not drawn)	-7	8	1	-4	-4	0.7%	3	-9	0.9
O=C(NCCc1ccccc1)c1ccc2c(c1)N(Cc1ccccc1F)C(=O)c1ccccc1S2=O (stereo not drawn)	-5	1	7	-5	.	-2.4%	0	.	0.4
CCOC(=O)Cc1nnc(Nc2cccc(O)c2)c2ccccc12	-3	-5	0	-4	-1	0.7%	-11	.	.
CCCN(C(=O)c1cn(C)c(=O)c2cc(OC)c(OC)cc12)c1ccc(CC)cc1	-5	-1	2	-6	4	1.1%	-6	.	-0.9
CC1CCc2c(sc(NC(=O)c3ccc(Cn4cc(Br)cn4)o3)c2C(N)=O)C1 (stereo not drawn)	-3	3	4	1	3	3.4%	-3	-8	1.3
CCOc1cccc2sc(N(Cc3cccnc3)C(=O)c3ccco3)nc12	-4	-22	-3	13	-3	2.6%	.	.	-0.5
COC(=O)c1c(NC(=O)CN2CCC3(O)CCCCC3C2c2cc(OC)ccc2OC)sc(C)c1C (stereo not drawn)	0	-6	2	-5	-2	3.3%	13	-1	-0.8

Reprinted from the entries so far, 2 compounds:
SMILES	D1 PAM	TRHR PAM	D1 agonist	D2 potentiator	RXFP1 antag	RXFP1 ag	D1 antag	D2 antag	D2 ag
CCOc1cccc2sc(N(Cc3cccnc3)C(=O)c3ccco3)nc12	-4	-22	-3	13	-3	2.6%	.	.	-0.5
COC(=O)c1c(NC(=O)CN2CCC3(O)CCCCC3C2c2cc(OC)ccc2OC)sc(C)c1C (stereo not drawn)	0	-6	2	-5	-2	3.3%	13	-1	-0.8

Next part.
SMILES	D1 PAM	TRHR PAM	D1 agonist	D2 potentiator	RXFP1 antag	RXFP1 ag	D1 antag	D2 antag	D2 ag
O=C(NCc1ccncc1)C(=O)Nc1nccs1	9	2	0	-8	7	-1.2%	-18	6	0.1
CCc1nnc(NC(=O)c2ccc(S(=O)(=O)N(C)Cc3ccccc3)cc2)o1	-3	-1	0	0	9	0.4%	-3	0	-1.3
CNC(=S)N/N=C(\C)c1cccc([N+](=O)[O-])c1	-3	-3	-1	-6	-2	0.0%	-13	3	0.2
COc1ccc(NC(=O)CN(C)C(=O)C2CC(=O)N(c3cccc4ccccc34)C2)cc1 (stereo not drawn)	-2	7	1	10	-8	-1.4%	-3	8	0.2
COC(=O)Cn1c(C(F)(F)F)nc2ccccc21	-6	1	3	3	-5	-0.8%	-4	-15	-0.2
Cc1cc2c(C)cc(=O)[nH]c2cc1NC(=O)CCl	2	-2	0	9	-3	3.1%	0	-1	0.4
CCOC(=O)c1[nH]c(C)c(CCC(=O)NCc2ccc(OCC)cc2)c1C	-1	3	0	-8	-3	4.4%	-4	.	-0.1
CC(NC(=O)OC1CCCCC1)N1C(=O)C2C3C=CC(C3)C2C1=O (stereo not drawn)	-4	4	0	-9	-12	0.3%	2	18	-0.9
COc1cc(N(C(=O)Cc2cccs2)C(C(=O)NC2CCCCC2)c2cccc(OC)c2OC)ccc1-n1cnnn1 (stereo not drawn)	-6	2	4	11	6	0.5%	4	-6	-0.8
COc1ccc([N+](=O)[O-])cc1NC(=O)CC(C)c1ccccc1 (stereo not drawn)	-1	-8	-1	-5	6	-3.2%	-16	-1	-1.2
Cc1ccc2c(CC(=O)N(Cc3cccc(Cl)c3)C3CCS(=O)(=O)C3)coc2c1 (stereo not drawn)	-1	-12	4	2	-18	3.0%	2	.	2.0
CC(C)(C)n1nnnc1C(c1cccc(C#N)c1)N1CCN2CCCC2C1 (stereo not drawn)	-5	-6	2	-9	-6	0.0%	1	25	1.2
COc1ccc(CN2CCNC(=O)C2CC(=O)NC2CCC2)c(OC)c1 (stereo not drawn)	-2	-2	0	-7	4	0.4%	3	8	0.2
CCOC(=O)c1ccccc1NC(=O)N1CCOc2ccc(Cl)cc21	-3	-15	4	-4	?	-1.2%	1	.	0.1
CCCCOc1ccc(/C=N/Nc2cc(N3CCOCC3)nc(C)n2)cc1	-3	-1	1	12	5	1.3%	7	-14	-1.3
COc1cc2c(cc1O)[C@@H]1Cc3cc(OC)c(OC)cc3C(C2)N1C	0	-6	3	-6	.	-0.2%	3	1	-0.7
CC(OC(=O)CCC(=O)c1cccs1)C(=O)Nc1ccc(Cl)cn1 (stereo not drawn)	-9	-2	0	-3	1	0.3%	-6	-11	-1.3
CN(c1ccccc1)S(=O)(=O)c1ccc(NC(=O)COc2ccccc2)cc1	-1	-4	2	1	6	0.6%	5	-4	0.1
O=C1c2cc([N+](=O)[O-])cc3cc([N+](=O)[O-])cc(c23)C(=O)N1c1ccccn1	-4	2	0	4	-13	0.3%	6	-3	0.3
COc1ccc(C(=O)Nc2ccc(Cn3ccnc3)cc2)cc1OC	-3	1	0	1	11	0.2%	-6	-7	1.8
Cn1cccc1Cc1nnc(SCC(=O)Nc2nccs2)n1CCc1ccccc1	7	-5	1	-2	-13	0.1%	-2	-3	-2.5
O=C(CN(Cc1ccccc1Cl)C(=O)CNS(=O)(=O)c1ccc(F)cc1)NCC1CCCO1 (stereo not drawn)	-6	3	2	.	-8	0.3%	-3	.	.
COc1ccc(NC(=S)NCCCCCC(=O)C[N+](=O)[O-])cc1	0	-4	2	-3	1	1.3%	-21	0	-0.7
Cc1cccc(Oc2ccccc2NC(=O)CN2C(=O)NC3(CCCC3)C2=O)c1	1	-1	1	-4	8	0.0%	7	10	0.0
COc1ccc(OC)c(NC(=S)NCCSc2ccc(C)cc2)c1	-7	2	2	-16	-1	0.7%	-7	5	0.3
COc1cc2c(=O)c(S(=O)(=O)c3ccccc3)cn(CC(=O)Nc3ccccc3C)c2cc1OC	-4	-10	1	-6	.	?	-14	.	0.0
COc1ccc(C(=O)NC2CC2)cc1OC1CCN(Cc2ccc(F)cc2)CC1	-20	-10	1	-12	-10	-3.4%	-40*	-7	1.1
Cc1ccc(C)c(N2CCN(C(=O)C3CCC3)CC2)c1	-2	-10	3	4	5	1.2%	-16	-3	1.2
O=C(c1cccc(Br)c1)c1coc2ccc(O)cc12	-10	-3	0	-2	-5	-3.3%	-16	-13	0.0
Cc1cc(C(=O)Nc2ccc(F)c(Cl)c2)on1	-8	-2	7	-9	1	0.7%	-1	-9	1.9

Given as comma-separated lines: entries from further up.
SMILES,D1 PAM,TRHR PAM,D1 agonist,D2 potentiator,RXFP1 antag,RXFP1 ag,D1 antag,D2 antag,D2 ag
COc1ccc(OC)c(NC(=S)NCCSc2ccc(C)cc2)c1,-7,2,2,-16,-1,0.7%,-7,5,0.3
COc1cc2c(=O)c(S(=O)(=O)c3ccccc3)cn(CC(=O)Nc3ccccc3C)c2cc1OC,-4,-10,1,-6,.,?,-14,.,0.0
COc1ccc(C(=O)NC2CC2)cc1OC1CCN(Cc2ccc(F)cc2)CC1,-20,-10,1,-12,-10,-3.4%,-40*,-7,1.1
Cc1ccc(C)c(N2CCN(C(=O)C3CCC3)CC2)c1,-2,-10,3,4,5,1.2%,-16,-3,1.2
O=C(c1cccc(Br)c1)c1coc2ccc(O)cc12,-10,-3,0,-2,-5,-3.3%,-16,-13,0.0

Next section
SMILES	D1 PAM	TRHR PAM	D1 agonist	D2 potentiator	RXFP1 antag	RXFP1 ag	D1 antag	D2 antag	D2 ag
COc1ccc(-c2cn3cccnc3n2)cc1NS(=O)(=O)c1ccccc1	1	2	1	-10	10	-0.6%	-13	14	-1.7
CCOC(=O)CSc1nc2cc(C(=O)OC)ccc2c(=O)n1CCN1CCOCC1	-8	4	2	2	1	3.5%	5	-3	-0.5
O=C(O)C(F)(F)S(=O)(=O)O	0	4	2	12	10	-0.5%	2	22	1.0
CCNC(=O)c1cnc2c(-c3ccccc3)c(C)nn2c1C	-5	0	2	10	-15	-0.7%	-20	.	0.7
CCOc1ccc2nc(SCC3CC3(Cl)Cl)[nH]c2c1 (stereo not drawn)	-7	0	4	-4	-7	-2.8%	-24	-11	-1.9
COc1ccc(C(=O)NCC(=O)OCC(=O)c2ccc3c(c2)OCCO3)cc1	0	27	-1	13	-1	-0.3%	-8	3	0.8
O=C(NCc1ccccn1)c1cc(-c2ccccc2)nc2ccccc12	-5	-9	2	-4	-5	0.1%	9	-5	-0.9
COc1cc(C(=O)N2CCN(C(=O)C3COc4ccccc4O3)CC2)cc(OC)c1OC (stereo not drawn)	-2	-2	2	-6	-7	3.9%	12	8	4.6
COc1ccc(CCN=C(N)NS(=O)(=O)c2ccc(F)cc2)cc1OC	0	-1	2	-3	5	0.5%	8	-10	-0.1
CCOC(=O)c1c[nH]n(-c2ccccc2)c1=O	-5	0	1	9	-11	0.6%	-15	1	0.7
O=C(COc1ccccc1Cl)NC(=S)Nc1cccc(NC(=O)c2ccccc2Cl)c1	6	2	6	3	0	-1.4%	-4	-1	0.9
O=C1c2ccccc2C(=O)N1CCCSc1nc2ccccc2o1	-6	-3	5	-6	-2	1.8%	-12	-8	0.8
CC1CN(Cc2nc3c(c(=O)n(C)c(=O)n3C)n2CC(O)CO)CC(C)O1 (stereo not drawn)	-7	3	3	-2	-11	5.5%	-22	3	-0.1
CN(C)c1ccc(-c2ccc3c(=O)c4ccccc4n(C)c3c2)cn1	-3	3	11	.	.	?	3	.	.
Cn1c(-c2ccsc2)c(-c2cccs2)c2cc(-c3ccc4cc[nH]c4c3)ccc21	-1	8	0	-3	.	1.2%	.	2	0.4
CCOc1ccccc1NC(=O)CSc1nc(=O)n(CCCN2CCOCC2)c2c1CCCC2	1	-4	0	-26	4	0.1%	-1	-3	0.0
COc1ccccc1N1CCN(C(CNC(=O)C(=O)NCCN(C)C)c2cccnc2)CC1 (stereo not drawn)	-3	-5	2	-4	-2	-1.2%	14	.	-0.7
CCOC(=O)c1cc(-c2ccccc2)n(CCCC(=O)Nc2ccc(C(C)C)cc2)c1C	-5	-5	8	-12	-30	3.1%	-10	.	-0.9
